High-throughput results: PubChem BioAssay, National Center for Advancing Translational Sciences (NCATS)
IMPase inh – membrane-permeable compound that blocks inositol monophosphatase | CHO-M1 cells, IP1 accumulation, HTRF TR-FRET ratio | inhibition (IP1 accumulation), % at 46.1 µM | 120,000 tested, under 10 active | P97697; active = well fitted curve in the direction sought with a large enough effect in the signal ratio, not every such curve was filed as active; inconclusive = small, poorly fitted or top-dose-only effect, or a change in a side signal; inactive = no such curve, though single readings can be large or run the other way; the % refers to the signal ratio;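 note: cells stimulated with carbachol in lithium chloride buffer; plate controls were DMSO basal wells for no effect and reference inhibitor wells for full effect; higher means more IMPase inhibition seen as more IP1 and lower FRET ratio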
Target sequence (P97697 whole entry, looked up): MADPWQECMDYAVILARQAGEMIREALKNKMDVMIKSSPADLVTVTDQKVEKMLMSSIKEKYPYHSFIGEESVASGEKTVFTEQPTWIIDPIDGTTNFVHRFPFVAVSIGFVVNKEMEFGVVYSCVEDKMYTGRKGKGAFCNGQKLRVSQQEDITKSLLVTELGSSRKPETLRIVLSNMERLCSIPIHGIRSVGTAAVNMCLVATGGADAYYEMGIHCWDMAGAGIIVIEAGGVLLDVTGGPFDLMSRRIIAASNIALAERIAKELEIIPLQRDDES
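Cellular IMPase inhibition is scored as a rise in cytosolic IP1, detected by competitive TR-FRET between d2-labelled IP1 and a europium anti-IP1 antibody. M1-expressing CHO cells were stimulated with carbachol for 30 min at 37C, with lithium (50 mM LiCl) present in the buffer.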
PNC assembly inh – perinucleolar compartment assembly inhibition. activity change (PNC), negative = inhibition, % at 10 µM. AID 2417. PC3M PTB-GFP, PNC prevalence imaging, 16 h; hits give low values. 3.1% of 140,000 active;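 active = readout at or below -70, meaning at least 70% loss of cells showing the perinucleolar compartment, a nuclear body marking cancer cells; inconclusive = readout between -30 and a set limit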;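 note: plate controls were DMSO wells for no effect and camptothecin positive control wells for full effect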
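Compounds are pinned in duplicate onto adhered PC3M cells stably expressing GFP-tagged PTB and incubated 16 h at 37 C. Cells are then fixed, nuclei stained with Hoechst, and PNC-positive cells counted.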
15-hLO-2 inh – 15-hLO-2 (ALOX15B) enzyme inhibition; purified 15hLO-2, xylenol orange hydroperoxide absorbance; Potency, µM (top dose mostly 57.1 µM), inactives show at the top dose activity change, negative = inhibition, usual class: inhibitors; 0.56% of 110,000 active; note: potency is the fitted concentration of half-maximal effect; nearly all actives have a fitted effect of over 60% in size; many of its hits are not listed in these tables
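Read-out: hydroperoxide product oxidises ferrous iron, measured as xylenol orange complex via the 573-to-405 nm absorbance ratio after 30 min. Reaction: 50 nM enzyme, 15 min compound preincubation, 45 uM arachidonic acid, 90 min RT, Hepes pH 7.5 with Triton X-100.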
12-hLO inh – 12-hLO (ALOX12) enzyme inhibition; P18054; purified 12-hLO, xylenol orange hydroperoxide absorbance; Potency, µM (top dose mostly 57.1 µM), inactives show at the top dose activity change, negative = inhibition, usual class: inhibitors; 0.12% of 150,000 active; AID 1452; note: potency is the fitted concentration of half-maximal effect; nearly all actives have a fitted effect of over 55% in size; many of its hits are not listed in these tables
Target sequence (P18054 whole entry, looked up): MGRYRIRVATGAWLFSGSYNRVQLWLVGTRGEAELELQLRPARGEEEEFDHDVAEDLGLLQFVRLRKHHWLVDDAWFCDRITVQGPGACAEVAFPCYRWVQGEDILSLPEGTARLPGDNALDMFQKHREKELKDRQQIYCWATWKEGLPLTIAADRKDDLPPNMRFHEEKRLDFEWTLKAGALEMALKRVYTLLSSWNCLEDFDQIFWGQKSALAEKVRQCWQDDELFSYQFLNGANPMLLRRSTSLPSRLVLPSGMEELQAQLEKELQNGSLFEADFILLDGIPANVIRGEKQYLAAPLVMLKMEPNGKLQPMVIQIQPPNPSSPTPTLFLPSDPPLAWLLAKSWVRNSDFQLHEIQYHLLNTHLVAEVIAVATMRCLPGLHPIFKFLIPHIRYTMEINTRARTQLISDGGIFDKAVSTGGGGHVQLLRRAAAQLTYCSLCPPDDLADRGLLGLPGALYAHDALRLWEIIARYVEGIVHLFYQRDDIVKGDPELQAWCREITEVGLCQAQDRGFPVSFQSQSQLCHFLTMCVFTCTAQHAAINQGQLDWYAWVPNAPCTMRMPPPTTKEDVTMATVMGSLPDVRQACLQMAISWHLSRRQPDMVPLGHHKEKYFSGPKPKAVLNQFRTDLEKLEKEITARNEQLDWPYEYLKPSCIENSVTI
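150 nM 12hLO, 25 mM Hepes pH 7.0 + 0.01% Triton X-100; cpd preinc 15 min RT; 40 uM arachidonic acid, 30 min RT; Fe-XO 30 min; A573/A405 ratio as read-out.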
* = called active by the depositor; ? = inconclusive; . = not tested or not shown; & = joins results of further samples; [ ] = another dose, or the depositor's remark. Unless noted, calls come from the whole dose curve; as a rule, active = well fitted curve in the direction sought with a large enough effect; inconclusive = small, poorly fitted or top-dose-only effect, or another doubt; inactive = no such curve, though single readings can be large; an effect the other way counts as inactive or inconclusive. Unless noted, % is set by controls: 0 for no effect and ±100 for the full control effect.

Molecule | IMPase inh | PNC assembly inh | 15-hLO-2 inh | 12-hLO inh
CCOC(=O)C1CCN(C(=O)c2ccco2)CC1 | 1 | 34 | 1% | -5%
Cn1c(Cn2c(=O)sc3ccccc32)nnc1SCC(=O)N1CCCC1 | -2 | 10 | . | 4%
COC(=O)c1ccc(Oc2ccc(C(C)(C)C)cc2)c([N+](=O)[O-])c1 | -4 | -17 | 2% | -2%
CC(C)C(=O)Nc1ccc2c(c1)C(=O)N(CCC(=O)O)C2=O | -9 | 27 | 5% | -3%
CS(=O)(=O)N1N=C(c2ccco2)CC1c1ccc(Cl)cc1 (centres undefined) | -7 | 12 | . | -17%
Cn1c(C(=O)NCCCN2CCc3ccccc3C2)cc2c(=O)n(C)c3ccccc3c21 | 9 | 8 | 27% | 11%
O=C(NCc1ccccn1)c1ccc(CNS(=O)(=O)c2cccc(Cl)c2)cc1 | . | -20 | . | 3%
CN(C)S(=O)(=O)c1cccc2nsnc12 | 1 | -11 | 1% | -3%
CC(C)(C)NS(=O)(=O)c1ccc(OCC(=O)Nc2ccc3c(c2)OCCO3)cc1 | -8 | 1 | 0% | -3%
CS(=O)(=O)N(CC(=O)N1CCN(c2ccc(F)cc2)CC1)C1CCCCC1 | -8 | -3 | -5% | -1%
NC(=O)NOCc1ncc(C(F)(F)F)cc1Cl | -4 | -24 | 1% | 3%
CC1CCCC(C)N1CC(O)COc1ccc(Cl)cc1 (centres undefined) | 5 | -13 | 19% | 7%
COC(=O)N1[C@H](Cc2ccccc2)C=C[C@]1(C)C(=O)O | . | 71 | -5% | -1%&0%
CC(=O)N1CCC(C(=O)Nc2nc(-c3ccccc3)ns2)CC1 | -1 | 70 | . | -4%
O=S(=O)(c1ccc(OCC(O)CNCc2ccco2)c(Cl)c1)N1CCOCC1 (centres undefined) | -5 | ? | 9% | 10%
COCCn1c(C)cc(C(=O)CSc2ccc3ccccc3n2)c1C | 12 | 19 | 8% | 5%
CCCCN(CCCC)CP(=O)(c1ccccc1)c1ccccc1 | 10 | 30 | 3% | 4%
CC(C)(C)c1ccc(OCCNC(=O)Cc2ccc(F)cc2)cc1 | . | ? | . | -3%
Cc1ccc(C(=O)NCCSc2ccc(Cl)cc2)cc1[N+](=O)[O-] | 10 | ? | -19% | -7%
CCn1c(N)c(C(=O)NCC2CCCO2)sc1=S (centres undefined) | 4 | -27 | ? | -8%
Cc1ccc(-c2c[n+](CC(=O)Nc3cc(=O)n(C)c(=O)n3C)c3n2CCC3)cc1 | . | 30 | . | 1%
COc1ccc(-c2cn3cccnc3n2)cc1NC(=O)c1ccc(Br)o1 | 5 | -5 | 1% | -8%
CC1=NC(C(F)(F)F)(C(F)(F)F)C2=C(CC(C)(C)CC2=O)N1Cc1ccco1 | -6 | ? | -6% | 3%
CCOc1ccc(-c2nnc(SCC(=O)Nc3ccc4c(c3)c3ccccc3n4CC)n2N)cc1 | -16 | -15 | ? | -5%
COc1cccc(C2C(C(=O)c3cccs3)=C(O)C(=O)N2c2cc(C)on2)c1 (centres undefined) | ? | 31 | -16% | -2%
O=C1C=C(Nc2ccc(Cl)cc2)CC(c2ccc(Cl)cc2)C1 (centres undefined) | 11 | 4 | 20% | -1%
CCn1c(/N=C/c2ccccc2NS(=O)(=O)c2ccc(C)cc2)nc2ccccc21 | -5 | ? | . | -2%
Cc1nnc(SCc2nc3ccccc3s2)n1-c1ccccc1 | 5 | 38 | . | 3%
Cc1ccccc1NC(=O)C1CCCN(S(=O)(=O)c2c(C)noc2C)C1 (centres undefined) | 6 | ? | 3% | 0%
COc1ccc(-c2nnc(SCC(=O)N3CCCCC3)o2)cc1OC | 4 | ? | -4% | -2%

The list continues:
Molecule | IMPase inh | PNC assembly inh | 15-hLO-2 inh | 12-hLO inh
COC(=O)CSc1nnc(CNS(=O)(=O)c2ccc(C)cc2)n1C | 0 | 25 | 5% | 4%
c1ccc(-n2cnc3cc(NCc4ccccn4)ccc32)cc1 | 5 | 29 | 12% | 4%
Cn1c(CCN2CCCCC2)nc2cc(NS(=O)(=O)c3ccc(Cl)cc3)ccc21 | 10 | -93* | 51%[activator] | ?
CO/N=C(\C(=O)N[C@@H]1C(=O)N2C(C(=O)O)=C(COC(C)=O)CS[C@@H]12)c1csc(N)n1 | 7[20.6 µM] | . | 14%[25.6 µM] | -6%[25.6 µM]
O=C1C2C3C=CC(C3)C2C(=O)N1CNc1ccc(O)cc1 (centres undefined) | 19 | ? | -16% | -5%
O=C(Oc1ccc2c(c1)OCO2)c1cccs1 | -3 | 15 | 5% | -2%
Cc1ccc(OCC(=O)NC2CCS(=O)(=O)C2)cc1 (centres undefined) | 8 | 33 | 0% | 6%
CCC(Cc1ccccc1)NC(=O)CCn1cccc1 (centres undefined) | 8 | -12 | 5% | 4%
O=C(CSc1nc2ccccc2c(=O)n1C1CC1)NCc1ccccc1 | 3 | 11 | -6% | -6%
COc1ccccc1CNC(=O)Cc1ccc(Br)cc1 | . | -21 | . | 3%
CC(=O)n1c(Cl)c(NC(=O)CCl)c2ccccc21 | 3 | 6 | 1% | 5%
CCOC(=O)CCc1c(C)nc2cc(-c3ccc(F)cc3)[nH]n2c1=O | 2 | -5 | -2% | 2%
O=C1CCCN1CCCNc1ncnc2c1[nH]c1ccc(Cl)cc12 | 8 | ? | 8% | 7%
O=C(CN1CCN(Cc2ccccc2F)C1=O)NCc1cccnc1 | -2 | -21 | -3% | 1%
CCOC(=O)N1CCc2c(sc3c2c(=O)n(Cc2ccccc2)c(=O)n3Cc2ccc(C)cc2)C1 | . | 39 | . | -1%
O=C(O)c1[nH]c2ccccc2c1-c1ccccc1 | -10 | 27 | -3% | -4%
CN1CCc2c(c3c(n2C)CCN(C)[C@@H]3c2cccnc2)[C@H]1c1cccnc1 | 1 | 39 | -6% | -3%
NC1=NC(=O)/C(=C\c2cccs2)S1 | -6 | -13 | -5% | 2%
Clc1cc(Br)ccc1OCCOCCN1CCOCC1 | -14 | -4 | -3% | -2%
CCOc1ccc(NC(=O)NCCCN2CCCC2)cc1 | 1 | 34 | 5% | 2%
COc1ccccc1N1CCN(C(=O)c2cc3sccc3n2C)CC1 | -22 | 34 | -3% | 0%
CN(C)CCN1C(=O)c2oc3ccccc3c(=O)c2C1c1ccccc1 (centres undefined) | -1 | -29 | 1% | -12%
O=C(NCc1ccco1)c1cccc(NC(=O)c2ccccc2)c1 | 0 | 22 | 3% | 8%
Cc1ccc(CC(=O)O/N=C(\N)Cc2ccc([N+](=O)[O-])cc2)cc1 | . | -5 | . | 2%
O=c1cc(O)n(-c2ccc(Cl)cc2)c(=S)[nH]1 | -7 | ? | -7% | -22%
CC(=O)Nc1c(C(=O)c2ccccc2)oc2ccccc12 | ? | ? | -3% | -9%
COC(=O)c1ccc(NC(=O)c2cn(-c3ccccc3)nc2-c2ccncc2)cc1 | -5[1.84 µM] | ? | 12%[11.4 µM] | 3%
COc1ccccc1-c1cncnc1NCc1cccnc1 | . | . | 0% | -2%
COc1ccccc1OCCOCCOc1c(C)cc(C)cc1Br | . | -12 | . | 0%
CC(C)Oc1ccc(NC(=O)CCC(=O)O)cc1 | -7 | 21 | -11% | 7%

Next section; it opens with the 3 that closed the last part.
Molecule | IMPase inh | PNC assembly inh | 15-hLO-2 inh | 12-hLO inh
COc1ccccc1-c1cncnc1NCc1cccnc1 | . | . | 0% | -2%
COc1ccccc1OCCOCCOc1c(C)cc(C)cc1Br | . | -12 | . | 0%
CC(C)Oc1ccc(NC(=O)CCC(=O)O)cc1 | -7 | 21 | -11% | 7%
NC(=O)NC(=O)COC(=O)c1ccccc1Oc1ccccc1 | -3 | 23 | 13% | 0%
Cc1cc(NS(=O)(=O)c2ccc(Nc3nc(-c4ccc(C)c(C)c4)cs3)cc2)no1 | . | -8 | . | 3%
COc1ccc(Cl)cc1C(=O)NCC(c1ccco1)N1CCCC1 (centres undefined) | -1[1.84 µM] | -28 | 2%[11.4 µM] | 1%
Cc1cccc(Nc2nc(-c3c(C)nc4ccccn34)cs2)c1 | 16 | 23 | 34%[activator] | -11%
C=CCn1cc(C(=O)NCCCOC)c(=O)c2cc(S(=O)(=O)N(CC)CC)ccc21 | 8 | -18 | -5% | -3%
N#Cc1ccc(OCC(=O)OCC(=O)NCCC2=CCCCC2)cc1 | 8 | -17 | . | -3%
C=CCn1c(=S)[nH]c2ccc(Br)cc2c1=O | 6 | 20 | -8% | -7%
O=C(N/N=C\c1cccc(Cl)c1)c1n[nH]c2c1CCCC2 | 4 | -24 | . | -1%
COc1ccc(N(CC(=O)N2CCc3ccccc3C2)S(C)(=O)=O)cc1OC | -6 | 32 | 5% | -11%
O=C(OCCCN1C(=O)c2ccccc2C1=O)c1ccco1 | 6 | -25 | 4% | 5%
Cc1cccc(C(C)C)c1NC(=O)C1CN(S(=O)(=O)c2ccccc2)CCN1S(=O)(=O)c1ccccc1 (centres undefined) | 5 | -2 | . | 0%
Cc1cc2oc(=O)cc(-c3ccccc3)c2c(C)c1-c1sccc1C=O | . | . | ? | -4%[0.00818 µM]
COc1ccc(NC(=S)N2CCN(Cc3ccco3)CC2)c(OC)c1 | -13 | 22 | . | -3%
CN1CCN(Cc2nc3c([nH]2)c(=O)[nH]c(=O)n3C)CC1 | 10 | 16 | -1% | -8%
CC(C(=O)O)N1C(=O)/C(=C/c2cccn2C)SC1=S (centres undefined) | . | ? | . | -14%
COc1cc(N=C2C(=O)N3CCCc4cccc2c43)cc(OC)c1 | . | -104* | . | 0%
CC(=O)c1c(C)[nH]c(C(=O)CSc2nnc(-c3ccco3)n2Cc2ccccc2)c1C | -15 | 1 | -18% | -3%
COC(=O)C(C#N)c1nc2ccccc2nc1N1CCCC1 (centres undefined) | 19 | -25 | -13% | -14%
CCCOc1ccc(/C=N/NC(=O)C2CCCN2S(=O)(=O)c2ccc(Cl)cc2)cc1 (centres undefined) | 11 | -26 | 11% | -7%
COCCNc1nc(-c2ccc(N(C)C)cc2)nc2ccccc12 | . | . | 10% | -16%
CC1(C)N=C(N)N=C(N)N1c1ccc(C(=O)O)cc1 | -10 | 10 | 2% | -6%
CC(NC(=O)c1ccc(N(C)C)cc1)C(c1cccs1)N1CCN(C)CC1 (centres undefined) | 17 | ? | 3%[2.29 µM] | 2%
COc1cc(C#N)ccc1OCC(=O)c1ccc2c(c1)OCCO2 | -12 | 23 | -5% | -7%
O=C(NCc1ccccc1Cl)C1CCN(S(=O)(=O)N2CCCCCC2)CC1 | 6 | 3 | -4% | 2%
FC(F)(F)c1nnc2ccc(-n3ccnc3)nn12 | -5 | -14 | 3% | 2%
CCCC(CCC)C(=O)NCCN1CCOCC1 | -6 | 3 | 0%[2.29 µM] | 0%
CC(C)c1nnc(SCC(=O)NCCC2=CCCCC2)n1N | 5 | ? | ? | 0%
COc1ccc(C(C)=O)cc1CSc1nnc(Nc2ccccc2C)s1 | . | -24 | . | 3%
CCCn1c(C)cc(C(=O)COc2ccc(C)nc2[N+](=O)[O-])c1C | -4 | 12 | . | 2%
C[N+]1(CCC(=O)c2ccccc2)CCCCC1 | . | 20 | . | 0%
COc1cc(N)c(Cl)cc1C(=O)OCCCN1CCCCC1 | 0 | . | 5% | 1%

An excerpt; the hit share may differ from the screen's.
